LYPLA2 inh: counter-screen for PME1 inhibitors: inhibitors of human LYPLA2. O95372. actives 0.38% (n = 320,000). recombinant LYPLA2, FP-Rh probe fluorescence polarization. AID 2177. inhibition, % at 5.9 µM;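 active = inhibition above the screen-wide mean plus 3 SD, limit set per campaign, cut at about 26% in these data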;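 also: 0% = LYPLA2 with DMSO and 100% = wells lacking LYPLA2 enzyme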
Target sequence (O95372 whole entry, looked up): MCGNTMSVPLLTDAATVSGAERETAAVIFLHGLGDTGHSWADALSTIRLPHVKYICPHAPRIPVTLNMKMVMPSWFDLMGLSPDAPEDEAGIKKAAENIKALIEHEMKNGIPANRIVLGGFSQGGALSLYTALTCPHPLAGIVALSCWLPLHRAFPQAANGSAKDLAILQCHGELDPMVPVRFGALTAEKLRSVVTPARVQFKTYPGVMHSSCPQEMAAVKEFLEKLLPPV
EBNA-1 inh: blocks EBNA-1 binding to DNA; inhibition, % at 14.8 µM; actives 0.34% (n = 300,000); EBNA-1 DNA binding, fluorescence polarization; in the data active = inhibition above about 28%
pPAFAH FP inh: pPAFAH (human) enzyme inhibition. Q13093. recombinant pPAFAH, FP-rhodamine probe fluorescence polarization. inhibition, % at 3.39 µM. actives 1.5% (n = 330,000);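 active = inhibition above the mean inhibition across the screen plus 3 SD, cut at about 25% in these data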;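 also: inhibitors block binding of the rhodamine activity-based probe so polarization drops; 0% = enzyme with DMSO and 100% = wells lacking pPAFAH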
LYPLA1 inh: LYPLA1 (human) inhibition in PME1 counter-screen. actives 0.16% (n = 320,000). recombinant LYPLA1, FP-Rh probe fluorescence polarization. inhibition, % at 5.9 µM;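 active = inhibition above the mean of all tested compounds plus 3 SD, set per campaign, cut at about 14% in these data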;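 also: inhibitors block serine hydrolase probe labeling of LYPLA1 so polarization falls; 0% = enzyme with DMSO and 100% = wells lacking LYPLA1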
PAFAH1B2 inh: inhibitors of human PAFAH1B2. P68402. recombinant PAFAH1B2, FP-rhodamine activity probe, fluorescence polarization. inhibition, % at 3.39 µM. actives 1.2% (n = 340,000);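 active = inhibition above the mean of all tested compounds plus 3 SD, cut at about 24% in these data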;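 also: 0% = enzyme with DMSO and 100% = wells lacking PAFAH1B2; many of its hits are not listed in these tables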
Target sequence (P68402 whole entry, looked up): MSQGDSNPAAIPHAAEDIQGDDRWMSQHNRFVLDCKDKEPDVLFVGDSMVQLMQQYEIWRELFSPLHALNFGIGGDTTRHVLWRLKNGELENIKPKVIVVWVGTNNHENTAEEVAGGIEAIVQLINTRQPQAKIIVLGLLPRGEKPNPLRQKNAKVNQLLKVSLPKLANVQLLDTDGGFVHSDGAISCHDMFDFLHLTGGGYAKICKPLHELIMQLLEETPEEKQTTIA
ZTA counter: ZTA (EBV) inhibition in EBNA-1 counter-screen. AID 2234. P03206. actives 0.15% (n = 320,000). ZTA-DNA binding, fluorescence polarization. inhibition, % at 11 µM; in the data active = inhibition above about 33%
Target sequence (P03206 whole entry, looked up): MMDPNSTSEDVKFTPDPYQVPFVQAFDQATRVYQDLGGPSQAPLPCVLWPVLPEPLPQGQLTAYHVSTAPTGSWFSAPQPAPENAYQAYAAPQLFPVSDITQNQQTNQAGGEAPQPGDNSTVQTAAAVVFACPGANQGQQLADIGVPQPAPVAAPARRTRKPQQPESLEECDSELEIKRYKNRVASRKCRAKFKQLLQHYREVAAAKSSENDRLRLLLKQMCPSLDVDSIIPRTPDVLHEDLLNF
PAFAH2 inh: PAFAH2 (human) inhibition; AID 492956; recombinant PAFAH2, FP-rhodamine activity probe, fluorescence polarization; actives 0.99% (n = 340,000); inhibition, % at 3.39 µM;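 active = inhibition above the mean over all tested compounds plus 3 SD, cut at about 30% in these data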;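 also: inhibitors block probe labeling of enzyme so polarization drops; 0% = enzyme with DMSO and 100% = wells lacking PAFAH2 protein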
PAFAH1B3 inh: blocks human PAF acetylhydrolase 1B catalytic subunit 3; inhibition, % at 3.39 µM; actives 0.28% (n = 340,000); recombinant PAFAH1B3, FP-rhodamine probe, fluorescence polarization;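 active = inhibition above the screen-wide average of all tested compounds plus 3 SD, cut at about 25% in these data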;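 also: 0% = enzyme with DMSO only and 100% = wells lacking PAFAH1B3 protein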
Target sequence (Q15102 whole entry, looked up): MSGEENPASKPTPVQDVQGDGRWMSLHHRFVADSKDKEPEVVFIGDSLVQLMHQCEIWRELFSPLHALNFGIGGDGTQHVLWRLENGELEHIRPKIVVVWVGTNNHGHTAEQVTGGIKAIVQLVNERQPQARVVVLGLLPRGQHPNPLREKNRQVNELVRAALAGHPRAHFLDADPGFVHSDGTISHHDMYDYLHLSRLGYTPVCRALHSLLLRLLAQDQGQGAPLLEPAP
PREPL inhibitor: inhibits the human prolyl oligopeptidase-like enzyme | AID 2751 | recombinant PREPL, fluorescence polarization activity-based probe | actives 0.68% (n = 320,000) | Q4J6C6 | inhibition, % at 5.96 µM; in the data active = inhibition above about 43%;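 also: 0% = enzyme with DMSO and 100% = wells lacking enzyme; many of its hits are not listed in these tables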
* = called active by the depositor; . = no result given.

Values in the order – PAFAH1B3 inh | LYPLA1 inh | EBNA-1 inh | pPAFAH FP inh | LYPLA2 inh | PAFAH1B2 inh | PREPL inhibitor | ZTA counter | PAFAH2 inh
1	O=C(Nc1ccc2oc(-c3ccc(Cl)c(Cl)c3)nc2c1)c1ncn[nH]1
→ 1 | -2 | 6 | 4 | 1 | 3 | 1 | 7 | 6
2	COC(=O)c1ccc(C2C(C(=O)Nc3ccccc3C)=C(C)Nc3ncnn32)cc1 (stereo unspecified)
→ 5 | 3 | 6 | 3 | 8 | 0 | 6 | 4 | 12
3	COc1cccc(NC(=O)Nc2ccncc2)c1
→ 2 | -2 | 0 | -1 | -4 | -3 | -3 | 2 | 5
4	Cc1ccccc1CSCC(=O)c1c(N)n(C)c(=O)n(C)c1=O
→ 9 | -1 | -4 | 4 | 2 | 2 | 0 | -2 | 6
5	CCC1=C(OC(=O)N(CC)CC)N2C(=O)OC(=NCC(=O)OC)[C@]2(Cc2ccccc2)[C@H]2C1=CC[C@H]1C(=O)N(C)C(=O)[C@H]12
→ 8 | -1 | -13 | -2 | -5 | -2 | 1 | -22 | 6
6	Cc1cccc(NC(=O)CN2C(=O)C(C)Oc3ccccc32)n1 (stereo unspecified)
→ 22 | 3 | -7 | -2 | -2 | 8 | 11 | -5 | 1
7	CCOC(=O)C(C)Sc1nnc(CNC(=O)c2ccc(OC)cc2)n1C1CCCCC1 (stereo unspecified)
→ 2 | 0 | -1 | 5 | -8 | 4 | 0 | -3 | 4
8	Cn1cnnc1SCC(=O)N1CCN(C(=O)c2ccco2)CC1
→ 10 | 1 | -7 | 7 | 1 | 5 | -2 | -13 | -5
9	CC(C)NC(=O)CN1CCN(c2ncccn2)CC1
→ 1 | 0 | -2 | 5 | 2 | -2 | 0 | -5 | 11
10	Cc1ccc(Nc2ccc(C(N)=O)cc2[N+](=O)[O-])cc1C
→ 4 | 10 | -3 | 17 | 19 | -6 | -22 | -4 | -11
11	O=[N+]([O-])c1ccc(-c2cnc(SCc3ccccc3Cl)[nH]2)cc1
→ 4 | -5 | -1 | 13 | 5 | 9 | 31 | 2 | 2
12	Cc1nc(Cl)sc1C(=O)Nc1cc(F)cc(F)c1
→ 2 | 1 | -13 | 4 | 8 | 0 | 2 | -8 | 1
13	CCCC(=O)NC1C2CC3CC(C2)CC1C3 (stereo unspecified)
→ 3 | 2 | 8 | 7 | 5 | 0 | 1 | 10 | 5
14	NC(=O)c1c(NC(=O)CSc2nnc(-c3ccco3)n2N)sc2c1CCCC2
→ 3 | -1 | -7 | 25* | -6 | 9 | 11 | -2 | 22
15	CCCC(=O)Nc1nnc(CCOC)s1
→ -6 | -2 | 10 | -1 | -6 | -2 | 3 | 24 | 4
16	O=C(NCCCn1ccnc1)c1ccc(N2CCCCC2)c([N+](=O)[O-])c1
→ 7 | 6 | -10 | 7 | 2 | 4 | 11 | -4 | 7
17	Cc1c(C(C)(C)C)sc(=NC(=O)c2ccccc2O)n1C
→ 0 | -1 | 1 | 1 | 6 | 6 | 16 | -2 | 1
18	CCc1nnc(NC(=O)c2ccc3c(c2)C(=O)N(CC)C3=O)s1
→ 18 | 2 | 11 | 7 | 1 | 7 | 4 | 6 | -4
19	O=C(Nc1ccc(C(=O)N2CCOCC2)cc1)c1cc(-c2cccnc2)nc2ccc(Cl)cc12
→ 3 | -4 | -3 | 0 | -1 | -1 | -11 | -8 | 5
20	O=C(C/C(=N\NC(=O)c1ccccc1Br)C(F)(F)F)c1cccs1
→ 12 | 4 | 7 | 3 | -2 | 1 | 2 | 7 | 14
21	O=C1N(Cc2cccc(Cl)c2)C[C@@H]2C[C@@H](c3c[nH]c4ccccc34)N3CCC[C@@]123
→ -46 | -19 | -9 | -15 | -39 | -28 | -62 | 1 | -60
22	COc1cc(NC(=O)Cn2nc(C(F)(F)F)c(Br)c2C)cc([N+](=O)[O-])c1
→ 3 | -15 | 2 | -3 | -24 | 2 | 9 | -6 | -7
23	C=CCNc1ncnc2c1ncn2C1OC(CO)C(O)C1O (stereo unspecified)
→ 5 | 4 | -9 | -3 | 4 | 4 | 12 | -3 | 2
24	CC(=O)Nc1ccc2ccccc2c1
→ 11 | 0 | -13 | -3 | 3 | 0 | -18 | 4 | -3
25	COc1cccc(CN(C)C(=O)C2CSC3(C)CCC(=O)N23)c1OC (stereo unspecified)
→ 0 | 1 | . | 0 | 4 | -5 | 1 | -16 | 0
26	CN(C)S(=O)(=O)N1CCN(c2ccc(Cl)cc2)CC1
→ 4 | 3 | -1 | 5 | 10 | 3 | -23 | -6 | -3
27	CC(C)(C)CC(=O)Nc1cccc(-c2cn3cccnc3n2)c1
→ -1 | -2 | -3 | 2 | 5 | 2 | 5 | 0 | 3
28	Cc1ccc(NC(=O)C2Cc3ccccc3CN2C(=O)c2ccccc2)cc1Cl (stereo unspecified)
→ -5 | -7 | 2 | 0 | -9 | -8 | 3 | -2 | 6
29	C=CCN(CC=C)C(=O)CN1C(=O)NC(C)(c2ccc3cc(OC)ccc3c2)C1=O (stereo unspecified)
→ -1 | -1 | -3 | 5 | 2 | 2 | 14 | -8 | 6
30	Cc1ccc(OCCn2nnc3ccccc32)cc1C
→ 2 | -2 | -2 | 1 | -5 | 1 | -17 | -5 | 1
31	Cc1ccc2nc(Cl)c(/C=N/NC(=O)CN3CCOCC3)cc2c1
→ 5 | 0 | 5 | -1 | 0 | -1 | -9 | 1 | 2
32	CCCC(=O)NC(=S)Nc1cccc(C(C)=O)c1
→ 11 | 2 | 0 | -1 | 2 | 3 | -1 | -3 | -12
33	O=C(Nc1cccc(F)c1)Nc1ccnn1C1CCN(C(=O)c2cscn2)CC1
→ -2 | -1 | 6 | 3 | -4 | 0 | 5 | 9 | -4
34	O=C(CCCN1CCC(NC(=O)c2ccccc2)CC1)c1ccc(Cl)cc1
→ 8 | -3 | -1 | -3 | 4 | 3 | 11 | 0 | -3
35	COc1cc(C2C(C#N)=C(N)Oc3cc(O)ccc32)cc2c1OCO2 (stereo unspecified)
→ 7 | -3 | 7 | 5 | -2 | 0 | 10 | 10 | 3
36	Cc1nc(NC(=O)C2CC3CCCC(C2)C3=O)sc1C (stereo unspecified)
→ 4 | 4 | 3 | -1 | 6 | 1 | 10 | -9 | 2
37	COc1ccc(S(=O)(=O)NC(C)C(=O)Nc2cccc([N+](=O)[O-])c2)cc1 (stereo unspecified)
→ 0 | 5 | 0 | 2 | 5 | 3 | 8 | 3 | -1
38	CN(C)C(/C=C/Nc1cccc([N+](=O)[O-])c1)=C(C#N)C#N
→ 2 | -7 | 5 | 2 | 2 | 1 | -5 | 19 | 8
39	CCS(=O)(=O)c1ncc(Cl)c(C(=O)Nc2ccccc2OC)n1
→ 11 | 0 | -3 | 2 | 3 | 0 | 0 | -22 | 6
40	CC(=O)Cc1nsc(NC(=O)c2ccc(COc3ccccc3)o2)n1
→ -4 | -1 | 2 | 27* | 4 | 2 | 2 | -21 | -9
41	CC1=C(C(=O)OC(C)C)C(c2ccccc2)NC(=O)N1C (stereo unspecified)
→ 13 | 0 | -7 | -5 | 3 | 9 | 5 | -6 | 5
42	CC(C)=CC(=O)O[C@@H]1Cc2c(ccc3ccc(=O)oc23)OC1(C)C
→ 5 | . | . | 0 | . | 2 | 2 | . | -7
43	CCOc1ccc2[nH]c(=O)c(CN(CCO)Cc3nnnn3CCc3ccccc3)cc2c1
→ 11 | -2 | -3 | 4 | -2 | 5 | 12 | -4 | 0
44	C=CCNC(=O)c1cc(-c2ccc(Br)cc2)on1
→ 10 | -3 | 8 | -2 | -6 | 0 | 1 | 11 | -5
45	CN(C)c1cccc(C(=O)Nc2ccc(N3CCOCC3)cc2)c1
→ 9 | 1 | 8 | 0 | 3 | 5 | -1 | 13 | 8
46	CC(CCc1ccccc1)NC(=O)Cc1ccccc1 (stereo unspecified)
→ 1 | -2 | -2 | 3 | -3 | 4 | 0 | 6 | 2
47	CCOc1ccc(C(=O)NC2CC(=O)N(c3ccc4c(c3)OCCO4)C2)cc1 (stereo unspecified)
→ 4 | 1 | -7 | 2 | 5 | 3 | -2 | 12 | 3
48	CC(=O)c1ccc(OC(=O)CCc2ccccc2)cc1
→ 10 | 0 | -2 | 11 | 3 | 21 | 3 | -3 | -9
49	COc1ccc(CS(=O)(=O)c2nc(C)cc(C)c2S(C)(=O)=O)cc1
→ 11 | 0 | -13 | 0 | 3 | -1 | 9 | -7 | -2
50	Cc1cccc(C)c1N1CCN(C(=O)N2CCCCC2)CC1
→ 5 | 3 | 6 | 3 | 6 | 1 | 7 | 5 | 2
51	O=C1[C@@H]2[C@H](C(=O)N1n1cnnc1)[C@H]1C=C[C@@H]2C1
→ 6 | 3 | 5 | 3 | 3 | 4 | -4 | -3 | -1
52	O=C(NCC1CCCN(Cc2ccccc2F)C1)c1cccc(C(F)(F)F)c1 (stereo unspecified)
→ 1 | 2 | -10 | 0 | 0 | 1 | 21 | -17 | -1
53	CCOC(=O)c1ccccc1NC(=O)c1cccnc1
→ 3 | -2 | 2 | 1 | 1 | 0 | 4 | 9 | -6
54	COc1ccccc1NC(=O)CC(NCCN(C)C)C(=O)O (stereo unspecified)
→ 13 | 3 | -1 | 2 | 5 | 0 | -2 | 4 | -5
55	O=C(c1cccs1)N1CCc2ccccc21
→ 0 | 0 | 12 | -2 | 3 | -2 | 3 | -5 | -5
56	COc1ccc(CCC(=O)NNC(=O)c2cccs2)cc1
→ 3 | 6 | . | 0 | 2 | 1 | 5 | 9 | -4
57	CC(C)C(NC(=O)c1ccc([N+](=O)[O-])cc1Cl)C(=O)N1CCCC1 (stereo unspecified)
→ 8 | -1 | -16 | -5 | -6 | 0 | 8 | -7 | -2
58	CCOC(=O)c1cc(=O)n2c(nc3ccccc32)[nH]1
→ 2 | -1 | 4 | 1 | 0 | -1 | 1 | 9 | 6
59	CC(C)CN1CCC(C(=O)N2CCN(c3ccccc3F)CC2)CC1
→ 9 | 3 | -4 | -3 | -3 | 5 | 6 | -17 | -4
60	CCOc1cc(-c2noc(CCCC(=O)NC3CCCCC3)n2)ccc1OC
→ -9 | -1 | 9 | 1 | -6 | 3 | -9 | -3 | -8

Full records, looked up by structure:
CC(C)=CC(=O)O[C@@H]1Cc2c(ccc3ccc(=O)oc23)OC1(C)C reads PAFAH1B3 inh: 5; LYPLA1 inh: .; EBNA-1 inh: .; pPAFAH FP inh: 0; LYPLA2 inh: .; PAFAH1B2 inh: 2; PREPL inhibitor: 2; ZTA counter: .; PAFAH2 inh: -7
CC1=C(C(=O)OC(C)C)C(c2ccccc2)NC(=O)N1C (stereo unspecified) reads PAFAH1B3 inh: 13; LYPLA1 inh: 0; EBNA-1 inh: -7; pPAFAH FP inh: -5; LYPLA2 inh: 3; PAFAH1B2 inh: 9; PREPL inhibitor: 5; ZTA counter: -6; PAFAH2 inh: 5

Copied from the list.
LYPLA1 inh with #52 = 2
pPAFAH FP inh with #39 = 2
EBNA-1 inh with #60 = 9

Next section:
Values in the order – PAFAH1B3 inh | LYPLA1 inh | EBNA-1 inh | pPAFAH FP inh | LYPLA2 inh | PAFAH1B2 inh | PREPL inhibitor | ZTA counter | PAFAH2 inh
61	CCOC(=O)C1C(=O)CC(C)(O)C(C(=O)OCC)C1c1ccc(SC)cc1 (stereo unspecified)
→ 2 | -2 | 0 | -7 | -2 | -3 | -19 | -1 | 4
62	O=C(COC(=O)CSCC(=O)N1CCCCC1)NCc1ccc(F)cc1
→ -10 | 1 | -10 | 12 | 2 | 1 | 0 | -11 | 0
63	Cc1nc(SCC(=O)Nc2ccc(Cl)cc2[N+](=O)[O-])nc(C)c1C
→ 3 | 3 | 6 | 4 | 3 | -3 | 11 | -1 | 0
64	C=C(C)c1cccc(C(C)(C)NC(=O)N2CCC(C)CC2)c1
→ 5 | -3 | 2 | 1 | -5 | -6 | -6 | 2 | 4
65	Cn1c(SCc2nc(-c3cccs3)no2)nnc1C1CCCCC1
→ 0 | 5 | -7 | 7 | 3 | 0 | 7 | -9 | -4

Screening results (PubChem)

A portion of the library; the hit share may differ from the screen's.
